Screening data from PubChem.
TGFb SMAD3 inh = inhibitors of TGF-b signaling; HepG2 CAGA-GFP TGF-b/SMAD3 reporter, GFP fluorescence, 18 h; TGF-beta stimulated, 500 pg/mL final; Potency, µM (highest dose often 46.1 µM), inactives show at the highest dose activity, negative = inhibition, actives largely listed as inhibitors; hit rate 1.2% among 410,000; AID 588855; further: potency means the concentration at half of the fitted maximal effect; on the % scale 0 is the no-effect control and ±100 the full control effect; nearly all actives have a fitted effect of over 65% in size
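TGF-beta reporter screen: HEPG2 CAGA-GFP, 1% FBS, 500 pg/mL TGF-beta final, 18 h; per-cell GFP summed per well; curves fitted and categorized by class.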
ATXN viability = cell viability loss in ATXN counter-screen; S2 cells (HEK-293 line with an ATXN2-luciferase reporter) viability, CellTiter-Fluor protease fluorescence, 24 h; Potency, µM (doses to about 56.7 µM), actives largely listed as cytotoxic; hit rate 0.49% among 400,000; further: potency means the concentration at half of the fitted maximal effect; nearly all actives have a fitted effect of over 40% in size
ATXN2 expr inh = ATXN2 expression inhibition. HEK-293 ATXN2-luciferase reporter, luminescence, 24 h. Potency, µM (series often up to 57 µM), without a hit: top-dose activity change, negative = inhibition, most hits filed as inhibitors. hit rate 0.72% among 360,000. AID 1745845; further: potency means the concentration at half of the fitted maximal effect; on the % scale 0 is the no-effect control and ±100 the full control effect; nearly all actives have a fitted effect of over 55% in size
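qHTS (up to 57 uM final) was run with 24 h compound exposure of reporter cells at 37 °C. Each well was multiplexed: SteadyGlo luminescence measured ATXN2-luciferase expression after a fluorogenic Gly-Phe-AFC viability readout (25 uM final).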
A549 viability = kills or reduces viability of A549 cells in Nrf2 counter-screen; A549 ARE-Fluc cells, CellTiter-Fluor viability, 18-24 h; Potency, µM (top dose mostly 46 µM), inactives show at the top dose activity change, negative = cytotoxicity, hits mostly inhibitors; hit rate 0.16% among 390,000; further: potency means the concentration at half of the fitted maximal effect; on the % scale 0 is the no-effect control and ±100 the full control effect
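A549 ARE-Fluc cells in 5% FBS OPTI-MEM, 5000 cells/well, rested 2 h then exposed to compounds in concentration-response for 18-24 h at 37 °C. Viability by CellTiter-Fluor fluorescence (Ex 405/Em 525) after 30 min; luciferase luminescence (BugLite, 15 min, RT) read afterwards.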
Nrf2 block = Nrf2 pathway inhibition | hit rate 2.1% among 360,000 | A549 ARE-Fluc reporter, luciferase luminescence, 18-24 h | Potency, µM (top dose mostly 46 µM), inactives show top-dose activity change, negative = inhibition, usual class: inhibitors; further: potency means the concentration at half of the fitted maximal effect; on the % scale 0 is the no-effect control and ±100 the full control effect; nearly all actives have a fitted effect of over 60% in size
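Cells were seeded and rested 2 h, then exposed to compounds for 18-24 h. CellTiter-Fluor was read first as a viability measure. BugLite was added 15 min before the final luminescent read of ARE-luciferase activity in A549 cells.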
HepG2 tox = kills HepG2 cells in TGF-b inhibitor counter-screen; HepG2 CAGA-GFP viability, ATP luminescence, 18 h; Potency, µM (doses to about 46.1 µM), for the others: at the top dose activity change, negative = cytotoxicity, hits mostly cytotoxic; hit rate 0.76% among 410,000; AID 588856; further: potency means the concentration at half of the fitted maximal effect; some results filed as inactive show a strong effect at the top dose
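CellTiter-Glo luminescence gave cytotoxicity after 18 hours at 37 degrees C. The cells were HepG2 CAGA-GFP in 1% FBS DMEM, stimulated with 500 pg/mL TGF-beta after compound addition. %Activity was normalised to no-cell wells (complete cell-killing) and DMSO (no toxicity), and curves were fitted and classified.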
Nrf2 activator = Nrf2 pathway activation | AREc32 ARE-luciferase reporter (MCF7-derived line), luminescence, 24 h | Potency, µM (doses to about 46.1 µM), for the others: top-dose activation, usual class: activators | hit rate 0.31% among 410,000 | AID 624171; further: potency means the concentration at half of the fitted maximal effect; % of control where 0% means no effect; nearly all actives have a fitted effect of over 65% in size
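Luciferase luminescence (Steady-Glo, 30 min at room temperature) served as the read-out of ARE activation in AREc32 cells treated with compounds for 24 hr at 37 deg C.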
IL-2 act = activates IL-2 in a cell-based reporter assay; activation, % (series mostly up to about 46 µM); hit rate 0.065% among 360,000; IL-2 activation reporter assay, cell-based qHTS; stimulated with anti-CD3/CD4/CD28 beads; in transgenic mouse T cells; in the data active means activation above about 50%; inconclusive means mostly about 30% to 49%; further: 0% is about no effect
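Screening format: compound pinned onto unstimulated transgenic mouse T cells, 60 min incubation, then anti-CD3/anti-CD4/anti-CD28 bead stimulation for 18 hours at 37 degrees C, followed by EGFP and DsRed detection.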
EPAC2 ag = agonists of human EPAC2 (RAPGEF4); Q8WZA2; EPAC2 activation, biochemical qHTS; response scale: 100% = 6.5 mM cAMP response; Potency, µM (titrated, usually from 154 µM), without a hit: top-dose activation, hits mostly activators; hit rate 0.079% among 360,000; further: potency means the concentration at half of the fitted maximal effect; nearly all actives have a fitted effect of over 50% in size
Target sequence (Q8WZA2 whole entry, looked up): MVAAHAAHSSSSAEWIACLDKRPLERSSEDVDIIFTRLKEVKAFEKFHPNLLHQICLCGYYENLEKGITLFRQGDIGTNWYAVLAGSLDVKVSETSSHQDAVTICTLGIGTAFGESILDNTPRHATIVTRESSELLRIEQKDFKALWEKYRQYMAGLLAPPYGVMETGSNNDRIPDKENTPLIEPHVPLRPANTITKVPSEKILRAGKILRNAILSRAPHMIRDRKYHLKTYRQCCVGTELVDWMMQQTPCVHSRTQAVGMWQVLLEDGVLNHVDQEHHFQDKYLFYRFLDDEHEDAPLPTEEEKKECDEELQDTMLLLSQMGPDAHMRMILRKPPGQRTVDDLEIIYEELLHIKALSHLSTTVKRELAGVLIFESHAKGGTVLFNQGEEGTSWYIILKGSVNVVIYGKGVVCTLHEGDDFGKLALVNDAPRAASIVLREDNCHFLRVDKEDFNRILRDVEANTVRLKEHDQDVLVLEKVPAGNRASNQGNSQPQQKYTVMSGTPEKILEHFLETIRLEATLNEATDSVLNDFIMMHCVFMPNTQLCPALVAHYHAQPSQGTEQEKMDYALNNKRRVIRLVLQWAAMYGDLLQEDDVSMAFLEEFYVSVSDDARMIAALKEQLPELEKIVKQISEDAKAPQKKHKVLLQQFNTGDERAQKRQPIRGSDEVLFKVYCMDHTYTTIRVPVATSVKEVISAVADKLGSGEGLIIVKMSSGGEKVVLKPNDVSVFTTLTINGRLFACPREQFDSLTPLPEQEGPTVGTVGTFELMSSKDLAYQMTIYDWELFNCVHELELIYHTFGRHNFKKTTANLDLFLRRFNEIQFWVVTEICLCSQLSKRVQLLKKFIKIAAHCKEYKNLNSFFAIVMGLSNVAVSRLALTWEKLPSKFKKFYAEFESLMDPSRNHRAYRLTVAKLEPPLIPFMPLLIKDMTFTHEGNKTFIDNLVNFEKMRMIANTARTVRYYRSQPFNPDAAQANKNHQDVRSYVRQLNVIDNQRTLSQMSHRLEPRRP
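Compounds were titrated in qHTS against a Rap1B-BODIPY-GDP (250 nM) complex with EPAC2 (100 nM) and GDP (50 uM). BODIPY-GDP release tracked at 480/540 nm over 30 min at room temperature, normalized to 6.5 mM cAMP.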
Starred values were filed as active, the others as inactive; i = inactive; ? = inconclusive; / = no result given; [ ] = another dose, or the depositor's remark. Unless noted, the call rests on the fitted dose curve; in most records, active means well fitted curve in the direction sought with a large enough effect; inconclusive means small, poorly fitted or top-dose-only effect, or another doubt; inactive means no such curve, though single readings can be large; an effect the other way counts as inactive or inconclusive.

SMILES | TGFb SMAD3 inh | ATXN viability | ATXN2 expr inh | A549 viability | Nrf2 block | HepG2 tox | Nrf2 activator | IL-2 act | EPAC2 ag
O=C1C2CC=C(Cl)CC2C(=O)N1CCC[n+]1ccccc1 (centres undefined) | 0% | i | 2% | -1% | 2% | -14% | 0.7% | 0.2 | 2%
CC(C)c1ccc(N=C(N)N=C(N)N)cc1 | -4% | i | -30% | -10% | ? | -4% | -0.3% | -1.0 | 15%
Cc1[nH]c2ccc(C(=O)N3CCCCC3)cc2c1C | -1% | i | 48%[activator] | 1% | ? | 12% | 0.1% | -0.3 | -4%
O=C(NCCc1ccc(Cl)cc1)c1cccs1 | -11% | i | 3% | 0% | 11% | 7% | 1.6% | 2.8 | 1%
CCn1cc(C(=O)NCCCN2CCC(C)CC2)c(=O)c2cc(S(=O)(=O)N3CCCC3)ccc21 | -4% | ? | 1% | ? | 2% | -8% | -0.5% | -0.2 | -7%
Cc1ccc(NC(=O)c2cnc(SCC(=O)NCC3CCCO3)n(C)c2=O)cc1 (centres undefined) | ? | ? | ? | -2% | 12% | -23% | 25% | -3.6 | 1%
COc1ccc(C(=O)c2ccc3oc(-c4ccc(OC)cc4)c(-c4ccc(O)cc4)c3c2)cc1 | ? | ? | ? | -11% | ? | -80% | 0.5% | 0.2 | 2%
COc1ccc(-c2noc(CSCC(=O)Nc3cc(OC)c(OC)c(OC)c3)n2)cc1OC | 0% | / | / | -2% | 2% | 1% | -1.2% | / | /
CCC1CC(/C(C)=N/NC(N)=O)OC1=O (centres undefined) | -5% | i | 2% | -6% | 2% | 2% | 0.1% | 0.0 | 4%
COc1cc(C2NC(=O)NC(O)(C(F)(F)F)C2C(=O)c2cccs2)ccc1O (centres undefined) | 2% | i | 10% | 2% | 12% | -3% | 2.2% | -1.4 | 4%
CC(=O)Nc1ccc(C2=CC(=O)C[C@H](c3ccc4c(c3)OCO4)C2)cc1 | 0% | i | 6% | 0% | 2% | 0% | 2.3% | -0.2 | 13%
COc1ccc(OC)c(NC(=O)COc2ccc(S(=O)(=O)N3CCCC3)cc2)c1 | ? | i | -36% | 0% | ? | -3% | 2.9% | -1.8 | 8%
CC(C)(C)C(=O)O/N=C(\N)c1c(Cl)cccc1Cl | 13% | i | -14% | -20% | -8% | 22% | -0.4% | 2.0 | 2%
CCc1nc(Nc2cccc(F)c2)c2oc3ccccc3c2n1 | -10% | i | -3% | -14% | -2% | -22% | ? | 0.3 | 5%
COC(=O)c1ccc(C(=O)Nc2ccc(C(C)C)cc2N)cc1 | 0% | i | 19% | 2% | 2% | 0% | 0.1% | 2.3 | 2%
O=C(COC(=O)c1cccnc1Cl)Nc1cc(S(=O)(=O)N2CCOCC2)ccc1Cl | -9% | i | 6% | 1% | 13% | 1% | 0.1% | 1.5 | 11%
COc1ccc(NC(=O)CC2C(=O)N(c3ccc(OC)cc3)C(=O)N2C2CCCCC2)cc1 (centres undefined) | ? | ? | 6% | -4% | 21% | -20% | 4.0% | / | /
Cc1cccc(C(=O)Nc2c3c(nn2-c2ccc(Cl)cc2)CS(=O)(=O)C3)c1 | 9% | i | 10% | 14% | / | -5% | 0.3% | / | /
Cc1ccc(NC(=O)NC2CCCCC2)cc1S(=O)(=O)N1CCOCC1 | -16% | i | -1% | 6% | -20% | -2% | -0.3% | -0.7 | 11%
CCN(CC)c1ccc(NC(=O)CN2C(=O)NC3(CCc4ccccc43)C2=O)cc1 (centres undefined) | 29% | ? | / | 8% | 10% | 2% | 0.0% | 1.3 | 2%
COc1ccc(C(=O)NCCCOC(C)C)cc1OC1CCN(C(C)=O)CC1 | -8% | i | 42%[activator] | 3% | ? | 6% | 2.4% | -0.9 | 10%
CC(C)C1C(=O)N(Cc2cn(CCC3OCCO3)nn2)CCS(=O)(=O)N1Cc1ccc(-c2ccccc2Cl)cc1 (centres undefined) | ? | ? | -9% | / | / | 9% | -1.5% | -0.6 | 6%
Cc1ccc(S(=O)(=O)N(C)c2ccc(OCC(=O)Nc3cc(C(=O)O)ccc3Cl)cc2)cc1 | -4% | i | 0% | -11% | 1% | 2% | -1.1% | -0.4 | 0%
CCCCC1=CC2=C(c3ccco3)C(=O)C(C)(OC(=O)c3ccc(OC)cc3)C(=O)C2=CN1c1ccccc1 (centres undefined) | -2% | i | 4% | -16% | 6% | -11% | 5.9% | -0.3 | -3%
COCCCn1c(C)nnc1SCC(=O)NCc1ccco1 | -19% | i | 3% | 4% | 18% | -12% | 0.3% | -2.3 | 2%
COc1ccccc1NS(=O)(=O)c1cn(C)c(C)n1 | 4% | i | -15% | 1% | / | -14% | -0.1% | / | /
CCCN1CCN(c2ncc3c(n2)CCN(Cc2ccc(OC)c(OC)c2OC)C3)CC1 | -13% | ? | -5% | -19% | / | -2% | 0.5% | / | /
CC1=C(C(=O)N2CCOCC2)C(c2ccc(Cl)cc2)NC(=S)N1 (centres undefined) | -1% | i | / | -1% | -1% | 14% | -0.5% | -0.6 | 8%
Cc1ccc2nc(N(Cc3cccnc3)C(=O)C3COc4ccccc4O3)sc2c1 (centres undefined) | -1% | / | / | -2% | / | 5% | 1.3% | / | /
S=C(Nc1ccc(Oc2ccccc2)cc1)NC1CCCCC1 | ? | i | -11% | -9% | ? | -24% | 0.2% | -0.2 | 17%
CCOc1ccccc1NC(=O)COc1cccnc1[N+](=O)[O-] | 15% | i | -8% | -2% | -11% | -32% | 6.8% | 3.2 | 1%
FC(F)(F)c1nnc2n1N=C(c1ccccc1)CS2 | -8% | i | 12% | -2% | -9% | 4% | 0.2% | -3.5 | 1%
Cc1ccc(NC(=O)C2=COCCO2)cc1S(=O)(=O)N1CCOCC1 | 0% | i | -6% | 8% | 3% | 7% | -0.4% | 0.1 | 3%
Cc1nn(-c2ccccc2)c(C)c1NC(=O)c1cccs1 | -17% | i | 15% | -11% | -3% | 5% | -0.8% | -1.6 | -2%
Cc1cc(Nc2ccc(F)c(F)c2)nc(-c2ccccc2O)n1 | -15% | i | -25% | 0% | -12% | -17% | 6.2% | -1.7 | 7%
CC1=C(C#N)C(=O)NC(=O)/C1=C\c1ccc(-c2ccc(C)cc2[N+](=O)[O-])o1 | 0% | i | 8%[11.3 µM] | -1% | 3% | 2% | 0.6% | 3.4 | 7%
CCOCCCNC(=O)c1ccc2c(=O)n(Cc3ccc4c(c3)OCO4)c(=S)[nH]c2c1 | 3% | ? | -16% | 9% | 5% | -15% | -0.2% | 0.4 | -6%
O=C(OCc1nnc(-c2ccccc2)o1)c1ccc(Br)o1 | -2% | i | -17% | 5% | 1% | -11% | -0.5% | 1.6 | 9%
Cn1ncc([N+](=O)[O-])c1C(=O)Nc1cccc(Cl)c1 | 29% | i | / | -4% | -8% | -5% | 3.9% | 1.4 | 10%
COc1cccc(Cn2c(=O)ccc3ccccc32)c1 | 20% | i | / | 3% | -3% | 3% | 5.9% | 0.1 | 6%
Cc1sc2nc(SCC(=O)Nc3ccccc3F)[nH]c(=O)c2c1C | 33%[activator] | i | -25% | 16% | 10% | 1% | 2.7% | 0.7 | 11%
CN1CCN(CC(=O)Nc2nc(-c3c[nH]c4ccccc34)cs2)CC1 | -23% | ? | -12% | 4% | 6% | -7% | 8.8% | 0.7 | 8%
CC(=O)c1cccc(NC(=O)NCc2ccco2)c1 | -11% | i | 9% | -8% | -25% | 0% | 4.0% | 4.7 | 9%
Cc1ccc(N=Nc2c(N)nn3c(N)c(C#N)c(C)nc23)cc1 | ? | i | / | -19% | 7% | -25% | 20% | -1.7 | 2%
CCn1c(-c2cc(Br)cc(OC)c2O)nc2cc(S(=O)(=O)N(C)C)ccc21 | -27% | i | -6% | -2% | ? | -23% | -0.6% | -4.4 | 5%
COc1ccc(Cl)cc1S(=O)(=O)N(C)CC(=O)N1CCOCC1 | 5% | i | -10% | 5% | 6% | -12% | -0.3% | 0.6 | 12%
Cn1c(-c2ccc(F)c(F)c2)cc2onc(-c3ccccc3)c2c1=O | ? | i | 50%[activator] | -3% | ? | -4% | -1.1% | -4.1 | 15%
S=C(c1ccc(Br)cc1)N1CCCC1 | 8% | i | 7% | 2% | 1% | 4% | 0.2% | 0.5 | 1%

Single entries from above:
In Nrf2 block, S=C(c1ccc(Br)cc1)N1CCCC1 is entered as 1%
In IL-2 act, Cc1sc2nc(SCC(=O)Nc3ccccc3F)[nH]c(=O)c2c1C is entered as 0.7
In A549 viability, COc1ccc(Cl)cc1S(=O)(=O)N(C)CC(=O)N1CCOCC1 is entered as 5%

More compounds
SMILES | TGFb SMAD3 inh | ATXN viability | ATXN2 expr inh | A549 viability | Nrf2 block | HepG2 tox | Nrf2 activator | IL-2 act | EPAC2 ag
Cc1ccccc1CSCC(=O)Nc1ccccc1-c1ccccc1 | ? | i | -4% | ? | -4% | -50% | -0.7% | 2.1 | 19%
O=C(c1nnsc1S(=O)(=O)c1ccc(Cl)cc1)N1CCOCC1 | ? | / | ? | -10% | -6% | 13µM* | ? | -1.1 | 14%
COc1ccccc1-c1noc(-c2cc(OC)c(OC)c(OC)c2)n1 | 1% | i | 11% | 6% | ? | -19% | 5.0% | -3.5 | 7%
COc1ccc([N+](=O)[O-])cc1NC(=O)COC(=O)C12CC3CC(CC(O)(C3)C1)C2 | 8% | i | / | / | / | -9% | 3.1% | 1.2 | 0%
COc1ccccc1CNC(=O)CSc1nc(-c2ccccc2)cn1N | -11% | i | -9% | 1% | 18% | -16% | 0.0% | 0.5 | 8%
Cc1ncc([N+](=O)[O-])n1CC(=O)NC1CCCCCC1 | 6% | i | -16% | 1% | 7% | 0% | -0.3% | -0.2 | 1%
